Assay outcomes deposited in PubChem BioAssay by several laboratories.
Y pestis TopoI: blocks Yersinia pestis topoisomerase I activity; AID 504884; activity, % at 10 µM; hit rate 0.064% among 360,000; Y. pestis Topo-I cleavage product accumulation, plate reader; in the data active = activity above about 50%, passing the limit was not always enough; inconclusive = no clear call, values can overlap the other calls; also: inactives centre near 2
PfHsp40 yeast: restores yeast growth despite PfHsp40 toxicity. S. cerevisiae expressing PfHsp40, growth rescue, ATP luminescence. growth rescue, % at 12.5 µM. hit rate 0.68% among 340,000. AID 504582; in the data active = growth rescue above about 28%, passing the limit was not always enough; inconclusive = no clear call, values can overlap the other calls;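 also: yeast W303a lacking pdr1 and pdr3 grown in galactose medium; growth measured after three days at 30 °C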
3CLpro inhibitor: SARS-CoV 3CLpro protease inhibition; hit rate 0.14% among 290,000; recombinant SARS-CoV 3CLpro, quenched FRET peptide cleavage; AID 1706; inhibition, % at 6 µM; in the data active = inhibition above about 12%
Anthrax LF inh2: blocks Bacillus anthracis lethal factor protease; multiplex microsphere protease cleavage assay, LF; inhibition, % at 10 µM; hit rate 0.12% among 360,000; also: plate controls were buffer without enzyme for full effect and enzyme alone for no effect
Target sequence (P15917 whole entry, looked up): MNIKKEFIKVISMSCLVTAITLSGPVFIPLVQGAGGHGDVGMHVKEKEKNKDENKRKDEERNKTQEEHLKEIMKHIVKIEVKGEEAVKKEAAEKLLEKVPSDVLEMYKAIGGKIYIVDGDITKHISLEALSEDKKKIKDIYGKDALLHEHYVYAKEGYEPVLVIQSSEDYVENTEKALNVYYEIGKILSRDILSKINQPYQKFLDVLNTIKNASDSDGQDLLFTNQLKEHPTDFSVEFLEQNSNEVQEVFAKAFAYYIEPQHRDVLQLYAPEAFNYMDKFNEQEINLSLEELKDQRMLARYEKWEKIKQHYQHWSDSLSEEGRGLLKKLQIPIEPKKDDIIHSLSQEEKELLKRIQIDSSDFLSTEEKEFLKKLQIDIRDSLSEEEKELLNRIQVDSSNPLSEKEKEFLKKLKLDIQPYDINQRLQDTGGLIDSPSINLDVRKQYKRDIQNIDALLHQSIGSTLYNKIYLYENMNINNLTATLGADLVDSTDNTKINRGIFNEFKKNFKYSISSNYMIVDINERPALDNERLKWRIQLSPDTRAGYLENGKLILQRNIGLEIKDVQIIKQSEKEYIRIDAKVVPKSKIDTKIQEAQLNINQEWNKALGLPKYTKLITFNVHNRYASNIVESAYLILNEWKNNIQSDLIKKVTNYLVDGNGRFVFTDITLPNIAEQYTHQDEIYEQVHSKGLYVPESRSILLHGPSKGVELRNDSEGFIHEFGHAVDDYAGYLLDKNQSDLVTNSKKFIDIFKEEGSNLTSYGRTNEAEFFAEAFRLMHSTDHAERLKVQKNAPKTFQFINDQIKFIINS
TcdB GH inh: inhibitors of Clostridioides difficile toxin B glycohydrolase. P18177. TcdB glycohydrolase enzymatic assay, plate reader. inhibition, % at 9.99 µM. hit rate 0.24% among 350,000. AID 652162; in the data active = inhibition above about 10%
PriA SSB inh: K. pneumoniae PriA-SSBct interaction inhibition; AID 1272365; inhibition, % at 33 µM; hit rate 0.6% among 430,000; AlphaScreen SSBct-PriA binding, biotinylated peptide; in the data active = inhibition mostly above about 37%, no sharp cut-off; inactive = mostly below about 20%;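 also: plate controls were negative control peptide for no effect and reference peptide for full effect; strong numbers were not always called active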
PrPC surface inh: reduces human prion protein on the cell surface; cell surface PrPC, TR-FRET read-out; inhibition, % at 13.8 µM; hit rate 0.43% among 370,000; AID 720596; in the data active = inhibition above about 24%; also: 0% = median of the test wells and 100% = reference compound wells
BH1578 lux ind: inducers of Vibrio cholerae quorum light production without autoinducers; V. cholerae BH1578 lux reporter, luminescence, 6 h; activation, % at 18.7 µM; hit rate 0.16% among 350,000; in the data active = activation mostly above about 9.7%, no sharp cut-off; inconclusive = no clear call, values can overlap the other calls; inactive = mostly below about 3.7%; also: not every result past the cut was called active; inactives centre near 0; reference of the scale not given here
BoNT A protease: inhibitors of Botulinum neurotoxin A light chain protease. multiplex microsphere protease substrate cleavage, flow cytometry. inhibition, % at 10 µM. hit rate 0.17% among 360,000; also: plate controls were buffer without enzyme for full effect and enzyme alone for no effect
An asterisk follows results filed as active; i = inactive; ? = inconclusive; · = no result given; & = joins results of further samples. Rule as the data show it, unless noted: active = inhibition above about 30%; inconclusive = no clear call, values can overlap the other calls; inactive = below that.

Sequence of screens: Y pestis TopoI	PfHsp40 yeast	3CLpro inhibitor	Anthrax LF inh2	TcdB GH inh	PriA SSB inh	PrPC surface inh	BH1578 lux ind	BoNT A protease
O=C(NNC(=S)NCc1ccccc1)c1cccc([N+](=O)[O-])c1
 : 3.6	0.0	2.5	-0.1	3.2	0.1	-10.3	i	0.4
O=C(CNS(=O)(=O)c1ccccc1)NCC(=O)N1CCCCC1
 : 7.1	-0.1	4.0	-8.5	2.8	-6.3	-3.8	-0.8	1.4
CCc1cc(SC#N)cc(C)c1NC(=O)CCl
 : -2.8	?	-8.3	-0.4	0.8	-5.4	6.9	-3.3	0.4
OCCC1CN(Cc2cnc(-c3ccccc3)s2)CCN1C1CCCCC1 (stereo not given)
 : 5.4	-0.3	3.8	-10.3	1.0	-5.4	-4.6	-2.3	-1.2
Cc1ccc(C(=O)N/C(=C\c2ccc(-c3cccc([N+](=O)[O-])c3)o2)C(=O)NC(C)(C)C)cc1
 : 8.7	-1.0	1.0	0.1	·	8.2	-8.4	-0.6	1.0
CCN(C(=O)c1ccc(NC(=O)Cc2ccccc2)cc1)c1ccccc1
 : 9.2	1.2	-0.5	-3.8	0.2	-12.9	-3.8	-0.8	-3.9
CCCC(=O)Nc1ccccc1NC(=O)c1ccc(OC)cc1
 : 3.2	-0.6	0.4	-0.2	0.7	3.6	-4.8	i	0.1
O=C(N/N=C/c1cc(Br)cc(Br)c1O)c1cccc(N2CCCC2=O)c1
 : 10.7	?	3.4	-6.5	0.7	·	-6.7	-0.3	1.5
Cc1ccccc1NC(=O)N1CCN(C(=O)c2ccco2)CC1
 : -3.8	-1.0	2.9	1.0	0.2	-15.3	0.6	-0.2	-0.1
O=C(Nc1ccc(Cl)cc1Cl)c1cc2ccccc2o1
 : -5.8	-1.3	2.6	4.2	0.5	-16.1	-6.8	12.1	0.9
CC1CN(C(=O)c2ccc(OC3CCN(Cc4ccccn4)CC3)cc2)CCN1C (stereo not given)
 : -10.6	2.5	-7.0	-0.1	1.9	-11.6	-7.3	i	-4.0
CC(=O)c1c(C)nc(Nc2nc(C)c3cc(C)ccc3n2)nc1C
 : 0.9	-1.9	0.5	4.4	1.3	-7.8	-3.1	i	0.0
CCOc1ccc(CN2CCN(C(=O)c3ccco3)CC2)cc1
 : 10.2	14.8	1.8	·	0.4	-9.5	-11.3	i	·
CC(C)Sc1ncnc2c1oc1ccccc12
 : 5.6	2.1	-7.5	-1.2	·	-28.1	-3.5	-0.2	0.3
O=C1CC(c2ccc(F)cc2)c2cc3c(cc2N1)CCC3 (stereo not given)
 : 12.7	-0.3	4.1	3.2	2.2	-8.1	17.4	i	-0.1
CC(CCn1cccn1)NC(=O)CCc1nnc(C2CCCCC2)o1 (stereo not given)
 : 4.8	0.3	0.0	-3.4	1.1	-0.8	2.9	i	-0.9
O=C(COc1ccc(Br)cc1)N1CCN(S(=O)(=O)/C=C/c2ccccc2)CC1
 : 33.8	-0.4	-2.8	-0.9	0.3	-6.5	5.9	-0.6	0.0
COc1ccc(OC)c(CNC(=O)c2nn(C)c3c2CS(=O)(=O)c2ccccc2-3)c1
 : 0.1	1.2	7.6	0.6	-2.5	-17.9	8.4	-2.1	-0.2
O=C(NCc1cccc(F)c1)c1cccc2c1C(=O)c1ccc(N3CCCC3)cc1S2(=O)=O
 : 1.6	2.8	·	11.5	0.2	-22.5	·	-0.4	10.2
Cc1cc(Cl)c(S(=O)(=O)N2CCN(c3cccc(C)c3C)CC2)cc1OCC(N)=O
 : 18.5	-0.6	3.9	-4.8	0.7	9.6	-0.9	i	0.9

Some of the entries above, set out differently:
smiles | Y pestis TopoI | PfHsp40 yeast | 3CLpro inhibitor | Anthrax LF inh2 | TcdB GH inh | PriA SSB inh | PrPC surface inh | BH1578 lux ind | BoNT A protease
O=C(NNC(=S)NCc1ccccc1)c1cccc([N+](=O)[O-])c1 | 3.6 | 0.0 | 2.5 | -0.1 | 3.2 | 0.1 | -10.3 | i | 0.4
CCN(C(=O)c1ccc(NC(=O)Cc2ccccc2)cc1)c1ccccc1 | 9.2 | 1.2 | -0.5 | -3.8 | 0.2 | -12.9 | -3.8 | -0.8 | -3.9
OCCC1CN(Cc2cnc(-c3ccccc3)s2)CCN1C1CCCCC1 (stereo not given) | 5.4 | -0.3 | 3.8 | -10.3 | 1.0 | -5.4 | -4.6 | -2.3 | -1.2

(continued)
Sequence of screens: Y pestis TopoI	PfHsp40 yeast	3CLpro inhibitor	Anthrax LF inh2	TcdB GH inh	PriA SSB inh	PrPC surface inh	BH1578 lux ind	BoNT A protease
COC(=O)CCCNc1ncccc1[N+](=O)[O-]
 : -7.0	-0.2	3.6	2.1	-0.8	-14.5	-21.4	-0.6	0.8
Cc1ccsc1C(=O)NCCC(c1ccccc1)c1ccccc1
 : 20.5	5.8	-1.2	0.8	0.9	-19.1	0.3	-0.2	0.0
CCSc1nnc(NC(=O)COc2cccc3ccccc23)s1
 : 2.2	1.2	4.6	3.0	0.4	7.1	-4.8	-12.1	0.0
COc1cccc(/C=N/NC(=O)C(=O)NCc2ccco2)c1OC
 : 0.6	-0.9	-4.9	0.9	·	·	-8.3	-0.3	-0.7
Cc1ccc(-c2nc(CS(=O)(=O)CC(=O)NC3CCC(C)CC3)c(C)o2)cc1 (stereo not given)
 : 20.0	0.5	4.5	-0.4	-9.8	4.8	9.3	1.1	-0.9
CC(OC(=O)c1ccc(Cl)c(S(=O)(=O)N2CCOCC2)c1)C(=O)NC1CCCCC1C (stereo not given)
 : 6.6	0.9	-2.4	2.3	-3.8	-2.6	7.5	i	-1.1
CCOc1ccccc1O[C@H](c1ccccc1)[C@H]1CNCCO1
 : -4.2	2.0	·	-5.9	-0.3	4.7	1.0	i	-0.1
Cc1c(NC(=S)Nc2ccccc2C(F)(F)F)cccc1[N+](=O)[O-]
 : 2.8	-0.1	4.8	-2.0	·	-7.0	9.4	-0.3	-1.7
CC(=O)Nc1ccc(C(=O)OCC(=O)Nc2ccc(Cl)cc2C(=O)c2ccccc2)cc1
 : 25.9	4.8	4.3	-0.9	·	3.6	-2.7	i	0.3
CC(=O)Nc1ccc(N2CCC(C)CC2)c([N+](=O)[O-])c1
 : -4.4	-0.5	-0.9	-0.6	1.4	10.6	-22.1	-0.6	-0.1
CCN(CC(=O)N1CCOCC1)S(=O)(=O)c1ccc2ccccc2c1
 : 13.1	-1.4	6.1	10.4	-2.1	10.2	-2.0	-1.6	-2.6
COc1ccc(C)cc1S(=O)(=O)Nc1cc2c3c(c1)CC(=O)N3CCC2
 : 0.6	-1.0	·	-3.9	1.7	-1.4	0.7	-1.1	3.0
CCOc1ccc(N2C(=O)Nc3ccc(Br)cc3C2(O)C(=O)NC(C)C)cc1 (stereo not given)
 : 1.8	-1.5	1.8	-9.0	1.0	-7.8	7.1	i	-2.5
CCOC(=O)c1cc2sccc2n1CC(=O)N1CCc2ccccc21
 : 0.7	-0.1	3.6	0.8	1.5	-5.0	-2.3	-1.8	0.4
C[C@H]1CN([C@@H](C)CO)C(=O)Cc2cc(NS(=O)(=O)c3ccc(Cl)cc3)ccc2O[C@@H]1CN(C)C(=O)Nc1cccc2ccccc12
 : 2.0	-0.5	·	4.3	-0.1&-0.1	-4.5	6.2	2.0	0.3
Cc1cc(S(=O)(=O)ON2C(=O)c3ccccc3C2=O)ccc1F
 : 1.9	0.2	-0.9	1.8	-0.2	-18.0	-6.3	-0.4	-0.3
CCC(=O)N(c1nnc(SCC(=O)Nc2sccc2C(N)=O)s1)C1CC1
 : 8.1	·	·	6.4	0.1	·	2.9	i	0.6
CCCN(CC(=O)Nc1ccccc1C)CC(=O)Nc1ccc(Br)cc1F
 : 30.8	0.2	2.7	-12.6	0.6	-0.5	7.2	i	1.2
Cc1ccc(C(=O)C=Cc2ccc3c(c2)OCO3)c(C)c1
 : 13.2	·	·	-3.1	2.0	·	-2.7	-2.9	-0.3
c1ccc(C(=NNc2nc3ccccc3s2)c2ccccn2)cc1
 : 14.9	222.8*	·	2.3	-1.0	6.1	3.9	-1.1	5.1

Additional compounds:
Sequence of screens: Y pestis TopoI	PfHsp40 yeast	3CLpro inhibitor	Anthrax LF inh2	TcdB GH inh	PriA SSB inh	PrPC surface inh	BH1578 lux ind	BoNT A protease
O=C(NCCc1ccccc1C(F)(F)F)C1CCC(=O)N(CCCN2CCCC2=O)C1 (stereo not given)
 : 12.2	1.2	-3.6	-11.7	-6.8	-24.5	-2.6	-1.0	1.3
Cc1ccc(N2CCN(CCc3ccccc3)CC2)cc1
 : 7.8	0.0	-5.6	0.9	1.3	6.9	·	0.0	-1.0
O=C(CN(C(=O)CCC(=O)Nc1nccs1)c1ccccc1F)NCCc1ccccc1
 : 14.5	-1.4	2.4	-4.3	1.8	-16.0	1.6	i	-0.6
CCOc1ccccc1NS(=O)(=O)c1cn(C)nc1C
 : 5.6	-0.4	4.5	-5.2	1.3	-5.4	5.5	i	-1.8
NC(=O)CC(NC(=O)c1ccccc1)c1ccc(NCc2ccc(F)c(F)c2)c([N+](=O)[O-])c1 (stereo not given)
 : 11.6	1.1	3.4	-0.3	-0.7	6.1	-14.2	-0.6	-0.3
Cc1ccc(NC(=O)C2C3C=CC4(CN(Cc5cccnc5)C(=O)C24)O3)cc1F (stereo not given)
 : 5.2	2.1	-3.2	-7.8	0.2	-4.2	5.7	-0.2	-0.7
CC1CN(C(=O)COC(=O)Cc2ccc(Cl)cc2)CC(C)O1 (stereo not given)
 : 0.6	-0.3	·	2.5	0.5	-8.3	4.5	i	2.8
COC(=O)c1cc(-c2c(C)oc3cc(OC(C)C)ccc3c2=O)c(C)o1
 : 0.0	-1.2	1.5	2.2	·	-1.3	7.0	0.2	-1.5
CC(C)NC(=O)N1Cc2cc(C(=O)NC3CCCC3)nc(-c3cccc(-c4cccnc4)c3)c2[C@H]1CCO
 : ·	·	·	-5.1	-1.6&0.5	·	-5.4	·	0.4
COc1cccc(/C=C/C(=O)c2ccc(C)c([N+](=O)[O-])c2)c1
 : -4.1	-0.8	2.6	-0.4	2.0	-3.2	-4.6	-0.6	0.6
CC(OC(=O)c1cccnc1SCc1cc(=O)n2ccccc2n1)c1ccccn1 (stereo not given)
 : 11.1	0.9	-4.5	-3.5	·	-2.3	-5.2	i	-3.0
CCn1c(=O)c(=O)n(CC)c2cc(S(=O)(=O)Nc3cc(C)ccc3C)ccc21
 : 9.6	1.4	-2.7	0.6	0.0	-7.0	5.8	i	-1.3
O=C1C(=O)N(CC(=O)N2CCCC2)c2ccccc21
 : -4.6	0.7	1.5	-4.2	-2.5	-15.4	1.0	-0.3	0.6
Cc1ccc(-c2sc(C)nc2CC(=O)O)cc1
 : -2.8	-0.6	2.4	0.3	·	-2.2	7.9	i	-0.1
CCOc1ccccc1OCCCCN1CCCC1
 : 6.6	-1.3	-7.6	-0.1	·	-6.0	-6.8	-0.5	0.7
Cc1onc(-c2c(F)cccc2Cl)c1C(=O)c1ccccc1
 : 1.8	1.1	-5.8	·	0.6	-33.4	-7.3	-0.2	·
O=C(c1cc(Cl)ccc1O)N1CCN(S(=O)(=O)c2cccs2)CC1
 : 6.9	1.0	·	-2.8	-0.8	-5.0	-1.7	i	1.2

4 entries from above, comma-delimited.
canonical_smiles,Y pestis TopoI,PfHsp40 yeast,3CLpro inhibitor,Anthrax LF inh2,TcdB GH inh,PriA SSB inh,PrPC surface inh,BH1578 lux ind,BoNT A protease
CC1CN(C(=O)COC(=O)Cc2ccc(Cl)cc2)CC(C)O1 (stereo not given),0.6,-0.3,·,2.5,0.5,-8.3,4.5,i,2.8
COC(=O)c1cc(-c2c(C)oc3cc(OC(C)C)ccc3c2=O)c(C)o1,0.0,-1.2,1.5,2.2,·,-1.3,7.0,0.2,-1.5
CC(C)NC(=O)N1Cc2cc(C(=O)NC3CCCC3)nc(-c3cccc(-c4cccnc4)c3)c2[C@H]1CCO,·,·,·,-5.1,-1.6&0.5,·,-5.4,·,0.4
COc1cccc(/C=C/C(=O)c2ccc(C)c([N+](=O)[O-])c2)c1,-4.1,-0.8,2.6,-0.4,2.0,-3.2,-4.6,-0.6,0.6

An excerpt; count on the stated rates, not on these rows.
